Source: PubChem
PABP1 MLLE inh: inhibitors of PABP1 MLLE–PAM2 peptide binding, primary screen, biochemical, fluorescence polarization, FITC-PAM2, GST-MLLE. AID 588489, 2011. 360,000 tested, 0.36% active. inhibition, % at 20 µM; in the data active = inhibition above about 35%, passing the limit was not always enough;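 note: plate controls were DMSO wells with GST-MLLE for no effect and wells lacking GST-MLLE protein for full effect; some results filed as inactive read as strong as hits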
SKN-1 block: suppressors of acrylamide-induced Pgst-4::GFP reporter in worms, primary screen, SKN-1 inhibitor project, whole organism, uHTS, GFP/RFP fluorescence ratio, strain VP596 | C. elegans VP596 Pgst-4::GFP/RFP ratio, 24 h | inhibition, % at 21.8 µM | 360,000 tested, 0.49% active;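 active = interference check ratio from 0.5 to 1.5 plus GFP to RFP signal ratio inhibition reaching or exceeding a fixed threshold, cut at about 30% in these data, passing the limit was not always enough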; note: some compounds called inactive have numbers as strong as hits
NadD inh: inhibitors of S. aureus NadD, primary screen, biochemical, colorimetric, uHTS; purified NadD enzyme, colorimetric absorbance read-out; inhibition, % at 20 µM; 360,000 tested, 0.78% active; AID 602399, 2012; in the data active = inhibition above about 26%; note: some compounds past the cut are filed as inactive
Rpn11 block: Rpn11 (PSMD14) deubiquitinase inhibitors, primary screen, biochemical, fluorescence polarization, uHTS | human 26S proteasome, Ub4-pepOG fluorescence polarization; 20S core pre-blocked with epoxomicin | calls only at 20 µM | 360,000 tested, 0.59% active | 26S proteasome non-ATPase regulatory subunit 14 (Homo sapiens), O00487;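 active = inhibition at 20 µM, scaled to each plate's controls, above about 33%, limit read from the data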
MT1-MMP act inh: blockers of MT1-MMP proenzyme processing, primary screen, HT1080 RFP-PRO-GFP cells, GFP/RFP fluorescence; AID 651647, 2012; GFP/RFP ratio change, % at 20 µM; 360,000 tested, 0.061% active; GFP/RFP ratio fluorescence, overnight; percent of plate control window, DMSO zero;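 active = GFP/RFP ratio change of at least 30% with cell ATP level not reduced by more than half and red fluorescence within 50% of control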; note: strong numbers were not always called active
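Test system: HT1080 cells expressing an RFP-PRO-GFP fluorescent reporter construct / Compound dosing: single-point 20 µM compound, 1% DMSO / Schedule: cells overnight before dosing, compound overnight, 37 °C, 5% CO2 / Evaluation: GFP/RFP fluorescence ratio / Control set: DMSO and RFP-L50D-GFP cell wells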
Neddylation inh: inhibitors of cullin neddylation, primary screen, biochemical, TR-FRET, uHTS, NAE and Ubc12; calls only at 25 µM; 360,000 tested, 0.58% active; in the data active = inhibition above about 36%
FAS-TE inh: FAS thioesterase domain inhibitors, primary screen, biochemical, fluorescence intensity, uHTS; inhibition, % at 15 µM; Fatty acid synthase (Homo sapiens), P49327; AID 602261, 2012; recombinant FAS-TE, OMFH fluorogenic substrate, fluorescence endpoint; 360,000 tested, 0.67% active;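 active = compounds whose normalised, plate-corrected inhibition of enzyme fluorescence in the single-dose primary screen is 50% or more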;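 note: 0% = DMSO with enzyme and 100% = substrate without enzyme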
Rin1-Abl PPI inh: inhibitors of Rin1-Abl protein binding, primary screen, biochemical, TR-FRET | Tyrosine-protein kinase ABL1 (Homo sapiens) + Ras and Rab interactor 1 (Homo sapiens), … | inhibition, % at 7.35 µM | 360,000 tested, 0.4% active | AID 588664, 2011; in the data active = inhibition above about 5%, passing the limit was not always enough
CSN inh: inhibitors of CSN-mediated cullin deneddylation, primary screen, biochemical, fluorescence polarization, uHTS | Purified CSN, SCF-Nedd8-OG deneddylation | inhibition, % at 12.5 µM | 360,000 tested, 0.38% active | AID 651999, 2013;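 active = pattern-corrected inhibition above about 35%, with an unprinted fluorescence ratio check between 0.5 and 1.5, limit read from the data, passing the limit was not always enough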;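 note: 0% = enzyme with substrate and 100% = substrate without enzyme; some results filed as inactive read as strong as hits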
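Material: human Csn5 produced in HEK293T cells; Input: enzyme 0.24 nM; Reagent: SCFSkp2-Nedd8OG substrate at 10 nM final; Dosing: 12.5 µM compound; Incubation: 90 min reaction at room temperature; Detection: fluorescence polarization of the substrate; Evaluation: % inhibition of substrate cleavage by Csn5; Control set: substrate-only high control, full reaction low control.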
Numbers without * were called inactive; i = inactive; . = no result given; + = active, no number. Outcome played no part in choosing rows; overall some 3.9% were active at least once.

Fields: PABP1 MLLE inh	NadD inh	Rpn11 block	MT1-MMP act inh	Neddylation inh	CSN inh	FAS-TE inh	SKN-1 block	Rin1-Abl PPI inh
COc1ccc(-c2cn(CCC(=O)O)c(-c3ccncc3)n2)cc1
 : 0.6	-7.6	i	0.4	i	-1.3	-6.7	16.4	2.2
CCOC(=O)C1C(=O)CC(C)(O)C(C(=O)OCC)C1c1ccccc1 (centres undefined)
 : 2.0	-1.8	i	-4.3	i	3.6	1.1	10.4	-2.8
COc1cccc2[nH]c(=O)c(-c3ccccc3)cc12
 : -9.2	-6.8	i	-0.3	i	0.8	-0.9	-3.7	-0.9
CCN(CC(=O)Nc1ccc(NC(C)=O)cc1)CC(=O)Nc1cccc2ccccc12
 : -31.4	1.2	i	4.5	i	4.7	-2.7	14.5	3.6
COc1ccc(N2C(=O)CSC23C(=O)N2c4c(cccc43)C(C)=CC2(C)C)cc1 (centres undefined)
 : 25.6	0.3	i	-13.6	i	-1.4	-38.1	-10.8	-0.9
CCCOC(=O)c1ccc(NC(=O)/C=C/c2cccs2)cc1
 : 13.0	1.1	i	-6.5	i	1.6	26.9	46.9*	5.8
CC(C)NC(=O)C1CCN(C2CCN(C(=O)c3cc4c(s3)CCCCC4)CC2)CC1
 : -0.7	-6.0	i	0.2	i	0.1	-7.3	11.4	-0.1
CC1(C)CC2CC(C)(CN2C(=O)COC(=O)c2ccccc2C(F)(F)F)C1 (centres undefined)
 : -8.8	-0.4	i	-3.3	i	0.4	11.2	-5.2	-1.1
CCC1(CC)C(=O)C2=C3C1[C@H](C(=O)OC)C=C(C(=O)OC)C[C@H]3[C@H]1C(=O)N(CC(=O)OC)C(=O)[C@H]1[C@H]2C (some centres undefined)
 : -0.9	-3.7	i	-1.2	i	-1.8	-10.9	-14.0	-0.5
S=C1NC2=C(CCCC2)C2(CCCCC2)N1
 : -109.5	-1.8	i	0.6	i	4.6	-5.3	-4.6	-3.0
C/C(=N\NC(=O)c1cc([N+](=O)[O-])cc([N+](=O)[O-])c1)c1ccco1
 : 13.0	-0.7	i	6.7	i	-4.0	2.7	8.1	7.2
Cc1c(C(=O)O)oc2c1ccc1ccccc12
 : -1.5	-1.9	i	0.7	i	-0.7	-3.2	-14.1	-2.6
CCOC(=O)c1ccc(NC(=O)c2cc3c(s2)CCC3)cc1
 : -1.5	-4.1	i	2.9	i	-1.8	0.9	14.9	-1.7
CCOC(=O)c1sc2nc(Cc3ccc(Cl)cc3)[nH]c(=S)c2c1C
 : 6.9	0.0	i	5.1	i	-3.3	4.0	-2.3	-0.9
Cc1ccc(C)c(Sc2ccc(NC(=O)CCN3C(=O)NC4(CCCC4)C3=O)cc2)c1
 : -2.6	-13.2	i	2.8	i	-0.9	19.7	-6.7	0.1

Next part; the last two above are carried over.
Fields: PABP1 MLLE inh	NadD inh	Rpn11 block	MT1-MMP act inh	Neddylation inh	CSN inh	FAS-TE inh	SKN-1 block	Rin1-Abl PPI inh
CCOC(=O)c1sc2nc(Cc3ccc(Cl)cc3)[nH]c(=S)c2c1C
 : 6.9	0.0	i	5.1	i	-3.3	4.0	-2.3	-0.9
Cc1ccc(C)c(Sc2ccc(NC(=O)CCN3C(=O)NC4(CCCC4)C3=O)cc2)c1
 : -2.6	-13.2	i	2.8	i	-0.9	19.7	-6.7	0.1
CCCC(=O)N(Cc1cc(=O)[nH]c2ccccc12)c1ccccc1C
 : -8.1	-4.9	i	-5.0	i	-5.0	0.4	11.4	1.6
O=C(COC(=O)c1cc(Br)ccc1O)Nc1cccnc1Cl
 : -2.7	0.7	i	2.6	i	-0.2	-2.1	9.4	0.2
FC(F)Oc1ccccc1C1CC(c2ccc(Br)s2)Nc2ncnn21 (centres undefined)
 : -15.5	6.6	i	-1.2	i	-5.1	22.6	14.9	0.9
Cc1cnc(NC(=O)CSc2ncc(-c3ccccc3)n2Cc2ccco2)s1
 : -15.1	-9.0	i	-2.4	i	0.3	21.0	-6.0	-1.3
Cc1ccc(O)c(N=NC2=C(O)CC(C)(C)CC2=O)c1
 : -54.5	2.5	+	12.7	i	7.5	-2.9	17.6	-4.0
O=S(=O)(Nc1cccc(-c2nc3cccnc3s2)c1)c1ccc2c(c1)CCCC2
 : 13.5	0.3	i	0.6	i	-4.4	21.8	9.4	-1.4
COCCNC(=O)/C=C/c1c(Cl)cccc1Cl
 : 15.9	0.9	i	-1.4	i	0.9	-10.4	-3.4	-1.9
CC(C)(C)OC(=O)N1CCC(NC(=O)c2nc[nH]c2C(=O)NCc2ccccc2)CC1
 : -41.2	15.6	i	-13.3	i	5.2	2.4	0.4	3.3
O=C(CN(C(=O)c1csnn1)c1ccccc1C(F)(F)F)NC1CCCCC1
 : -2.6	-6.9	i	-2.2	i	-2.6	-4.0	16.1	3.7
CCc1nc2ccc(C(=O)Nc3cc(-c4ccccc4)ccc3OC)cn2c1N(C)CCC(C)C
 : -0.1	7.9	i	1.0	i	0.9	17.4	18.6	4.3
COc1ccc(OC)c2c(N3CCN(C)CC3)cc(C(F)(F)F)nc12
 : 5.7	-8.0	i	0.9	.	-1.1	-3.7	5.7	-4.3
COc1ccc(S(=O)(=O)N2CCC(O)(c3ccc(Cl)cc3)CC2)cc1
 : 0.2	-10.9	i	3.2	i	0.4	18.4	1.9	-2.6
Cc1ccccc1Cn1cc(S(=O)(=O)CC(=O)Nc2nccs2)c2ccccc21
 : 14.9	26.6	i	-1.1	i	1.6	19.5	5.8	1.8
O=C(CN1CCC(C(=O)c2ccc3c(c2)OCCO3)CC1)NCc1ccccc1
 : 6.9	-1.0	i	2.4	i	1.0	-5.2	9.9	1.8
O=C(CSc1ccc2nnc(-c3ccccn3)n2n1)Nc1ccc2c(c1)OCCO2
 : 8.0	8.3	i	0.5	i	6.8	-2.6	-6.4	-2.8
COc1cc(-c2nc3ccc(C)cn3c2NCc2ccccc2)ccc1SC1CCCCC1
 : -8.4	6.8	i	3.6	.	3.3	20.5	4.1	1.7
COCCCNC(=S)Nc1ccccc1[N+](=O)[O-]
 : 7.9	1.3	i	3.5	i	-8.7	-5.6	-4.2	-0.7
CCCC(C)NC(=O)CN(Cc1ccco1)S(=O)(=O)c1ccccc1 (centres undefined)
 : 6.3	2.5	i	2.3	i	3.9	0.2	1.0	-2.6
CC(C)(C)c1ccc(OCCn2nc(C(=O)O)c3ccccc3c2=O)cc1
 : 0.0	-10.7	i	4.2	i	3.1	32.1	12.3	-2.4
Cc1cc(C(=O)OCC(=O)Nc2ccc(F)c(F)c2F)c(C)o1
 : 2.7	-3.4	i	0.7	i	2.7	38.4	5.3	0.2
O=C(Nc1ccc(Cl)cc1)Nc1nnc(CSCc2ccc(Cl)cc2)s1
 : 8.6	15.3	i	-14.9	i	0.0	4.8	-3.7	-1.1
Cc1ccc(Cn2c(=O)c3ccccc3n3c(CCC(=O)NCCN4CCOCC4)nnc23)cc1
 : 0.8	6.5	i	1.0	i	1.8	8.4	-6.4	-1.3
Cc1ccc(S(=O)(=O)NCC(=O)Nc2ccc(C(F)(F)F)cc2)cc1
 : -3.9	-6.0	i	-0.7	i	-4.6	-4.1	2.1	-1.5
O=C(N[C@@H]1C/C=C\C[C@@H](CC(=O)N(CCO)Cc2ccccc2)C(=O)NCCOC1=O)OCC1c2ccccc2-c2ccccc21
 : -9.7	3.6	i	3.6	i	-1.2	-6.1	-1.1	4.3
COCCCNC(=O)C1=CCN(S(=O)(=O)c2ccc(OC)cc2)CC1
 : -2.8	-1.7	i	1.0	i	3.0	-7.6	-11.6	3.4
CCOC(=O)c1cc(NC(=O)CC(C)(C)CC(=O)O)ccc1N1CCCCC1
 : 5.5	-9.9	i	-0.7	i	3.0	-6.2	1.4	1.3
O=C(O)c1cccc(S(=O)(=O)NCC2CCCO2)c1 (centres undefined)
 : 3.9	-4.7	i	3.2	i	2.0	-7.2	-0.4	-1.3
CCOc1ccc(/C=N/NC(=O)c2nnn(-c3nonc3N)c2-c2ccc(OCC)cc2)cc1
 : 12.2	2.4	i	0.0	i	-1.0	1.9	-4.0	4.7
CC(C)NCC(O)c1ccc2ccccc2c1 (centres undefined)
 : 8.7	2.7	i	1.1	i	-3.7	-0.9	10.9	1.8
Cc1c(C(=O)N(Cc2ccccc2)Cc2cccs2)cnn1-c1ccc(Cl)cc1
 : 5.6	-10.3	i	0.9	i	1.0	19.3	5.9	-3.0
Cc1oc2c(CN(C)C)c(O)ccc2c(=O)c1-c1ccc2ccccc2n1
 : 0.2	1.4	i	0.3	i	-2.4	-3.7	2.5	3.5
COc1ccc(N2C(=O)CSC2c2ccncc2)cc1 (centres undefined)
 : 14.6	-1.8	i	1.4	i	1.6	-10.3	7.6	-0.1
CN1CCN(C(=O)/C(=C/c2cn(C)c3ccccc23)NC(=O)c2ccccc2)CC1
 : -6.8	1.0	i	0.3	i	0.2	-5.8	16.4	-0.5
O=c1cc(N2CCc3ccccc32)[nH]c(=O)n1-c1ccc(Br)cc1
 : 7.5	3.1	i	1.3	i	-1.1	-3.9	0.5	-0.7
COc1ccc(NC(=S)NCCCn2ccnc2)cc1
 : -7.8	-0.3	i	0.1	i	-4.5	-14.7	-5.3	-1.2
Cc1ccc(CNC(=O)C2CCCN(S(=O)(=O)N3CC(C)CC(C)C3)C2)cc1 (centres undefined)
 : 15.3	-12.5	i	-3.6	i	2.4	4.0	1.7	4.8
COCCNC(=O)CSc1ccccc1C(=O)O
 : -5.3	-5.1	i	0.7	i	4.6	-4.8	5.6	1.1
COc1cc(NS(=O)(=O)c2ccc(NC(=S)NC(=O)C3CCCC3)cc2)nc(OC)n1
 : 19.7	-0.3	i	4.7	i	0.8	-4.4	0.4	1.9
CN(CCNC(=O)c1cccc(N2CCCC2=O)c1)Cc1ccccc1
 : -4.1	-3.9	i	1.6	i	3.2	-2.8	4.6	0.7
O=C(CSc1nnc(-c2cccs2)o1)c1cccs1
 : -6.4	-4.5	i	2.4	i	-1.2	3.3	8.4	-0.1
O=C(COC(=O)c1ccccc1O)NCC1COc2ccccc2O1 (centres undefined)
 : 0.1	-6.4	i	9.0	i	3.5	7.0	-7.7	4.8
CC1(C)Cc2ccccc2C(CSc2ccccc2C(=O)O)=N1
 : 25.2	0.7	i	-17.1	i	-1.0	3.2	-3.2	-1.9
CC(O)CC(=O)NOCc1ccccc1 (centres undefined)
 : 2.4	-2.0	i	4.2	i	-0.9	-4.7	11.2	-3.6
COC(=O)/C=C1\OCc2cc(OC)c(OC)cc21
 : .	.	.	3.2	i	-2.3	.	-4.8	.
CC(C)CC(=O)Nc1ccc2c(c1)nc(CCN1CCCCC1)n2C
 : 14.6	-10.6	i	1.5	i	4.3	-4.0	13.1	2.0
